High-throughput results as filed in PubChem.
HTT cytoprotect: Huntington cell model cytoprotection by ATP luminescence; PC12 HTT-Q103 induced, cytoprotection, ATP luminescence, 40 h; Potency, µM (titrated, usually from 56.4 µM), for the others: cytoprotection (ATP increase), usual class: activators; 230,000 compounds, 0.14% hits; AID 1471;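 note: potency is the fitted concentration of half-maximal effect; % of control where 0% means no effect; nearly all actives have a fitted effect of over 45% in size; toxic huntingtin expression switched on by the ecdysone agonist tebufenozide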
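Rat PC12, Q103 Htt exon1-GFP fusion, ecdysone promoter; tebufenozide inducer 100 nM final; compound titration; qHTS, 1500 cells/well; ATPlite luminescent read.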
HttQ103 aggreg: inhibitors of mutant huntingtin aggregate formation in PC12 cells; PC12 HttQ103-GFP aggregates, Acumen cytometry, 40 h; Potency, µM (titrated, usually from 46.1 µM), inactives show top-dose activity change, negative = inhibition, usual class: inhibitors; 220,000 compounds, 1.1% hits; note: potency is the fitted concentration of half-maximal effect; % is set by controls: 0 for no effect and ±100 for the full control effect; nearly all actives have a fitted effect of over 60% in size
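Steps: seed 1500 PC12 HTTQ103-GFP cells/well; add tebufenozide, 100 nM final; add compound titration; add ATPLite reagent; quantify GFP aggregates by laser scanning cytometry.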
SMN2 splice up: SMN2 splice variant enhancement; HEK293 SMN2-luciferase splicing reporter, luminescence, 30-36 h; Potency, µM (doses to about 46.1 µM), for the others: at the highest dose activity change, positive = activation, most hits filed as activators; 210,000 compounds, 2.8% hits; note: potency is the fitted concentration of half-maximal effect; % of control where 0% means no effect; nearly all actives have a fitted effect of over 55% in size
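qHTS luciferase splicing reporter: luminescence rises when SMN2 exon 7 is included in transfected HEK293 cells. Compound exposure lasted 30-36 h at 37C, with 4.5 mM final sodium butyrate as control, followed by a ONE-Glo read.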
IMPase Li inh: cell-permeable IMPase inhibitors with lithium potentiation. Potency, µM (titrated, usually from 59.4 µM), without a hit: top-dose activity, negative = IMPase inhibition, actives largely listed as inhibitors. 210,000 compounds, 0.35% hits. CHO-M1 cells, IP1 TR-FRET (IP-One), carbachol + lithium;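 note: IP1 builds up when IMPase is blocked and the TR-FRET signal falls; potency is the fitted concentration of half-maximal effect; plate controls were basal vehicle for no effect and high inhibitor control for full effect; nearly all actives have a fitted effect of over 50% in size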
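Readout is a homogeneous TR-FRET IP1 immunoassay (Ex 320, Em 665 and 620), where raised cytosolic IP1 lowers signal. Cells were CHO-M1 treated 30 min at 37C with test compounds plus a little lithium; AC50 values came from Hill-equation fitting.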
CBFb RUNX1 block: CBF-beta/RUNX1 interaction disruption; AlphaScreen CBFb-His/RUNX1-biotin binding, biochemical; Potency, µM (highest dose often 59.8 µM), for inactives: at the highest dose activity, negative = inhibition, usual class: inhibitors; 230,000 tested, under 10 active; note: % of control where 0% means no effect
Target sequence (Q01196 whole entry, looked up): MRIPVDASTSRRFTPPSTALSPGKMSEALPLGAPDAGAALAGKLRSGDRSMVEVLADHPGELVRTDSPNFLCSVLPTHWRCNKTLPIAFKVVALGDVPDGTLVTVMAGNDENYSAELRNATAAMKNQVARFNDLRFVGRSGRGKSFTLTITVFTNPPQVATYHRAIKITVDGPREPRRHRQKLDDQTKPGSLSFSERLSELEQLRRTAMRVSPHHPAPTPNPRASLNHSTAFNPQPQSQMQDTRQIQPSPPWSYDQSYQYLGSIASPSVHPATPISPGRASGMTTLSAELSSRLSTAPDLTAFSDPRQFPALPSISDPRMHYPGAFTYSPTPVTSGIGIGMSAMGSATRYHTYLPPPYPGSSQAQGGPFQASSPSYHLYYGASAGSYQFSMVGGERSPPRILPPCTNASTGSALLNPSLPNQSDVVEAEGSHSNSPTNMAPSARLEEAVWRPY
Target sequence (Q13951 whole entry, looked up): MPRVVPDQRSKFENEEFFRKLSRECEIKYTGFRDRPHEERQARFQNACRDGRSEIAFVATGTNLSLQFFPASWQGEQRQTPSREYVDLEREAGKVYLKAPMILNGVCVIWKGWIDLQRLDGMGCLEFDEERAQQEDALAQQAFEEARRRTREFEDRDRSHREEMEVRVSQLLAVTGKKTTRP
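Interaction loss through any mechanism counts as activity. Pre-formed complex of His-CBF-beta and biotin-RUNX1 (30 nM apiece) is incubated with compound 15 min, then with 50 ng nickel and 50 ng streptavidin beads for 90 min before AlphaScreen detection.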
KinaseGlo FLuc: blocks Kinase-Glo luciferase, a counter-screen artifact; Q27757; Kinase-Glo luciferase, ATP luminescence, 8 min; Potency, µM (highest dose often 38.3 µM), for inactives: at the highest dose activity change, negative = inhibition, hits mostly inhibitors; 200,000 compounds, 0.28% hits; note: potency is the fitted concentration of half-maximal effect; % is set by controls: 0 for no effect and ±100 for the full control effect; nearly all actives have a fitted effect of over 60% in size
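Kinase-Glo luciferase light output from ATP and luciferin was measured with 10 uM ATP, within the enzyme's linear range. Buffer: 50 mM imidazole pH 7.2, 50 mM KCl, 7 mM MgCl2, 0.01% Tween 20, 0.05% BSA; luminescence read after 8 min at ambient temperature.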
LMNA splice mod: changes lamin A minigene splicing in HeLa cells | HeLa LMNA splicing GFP/RFP minigene ratio, 48 h | Potency, µM (series often up to 46.1 µM), for the others: at the top dose ratio change, negative = inhibition, actives largely listed as inhibitors | 200,000 compounds, 0.01% hits | AID 1487; active = well fitted inhibition curve with a large enough effect in the signal ratio, with a control signal flat, not every such curve was filed as active; inconclusive = small, poorly fitted or top-dose-only effect, or effect the other way, or a change in a side signal; the % refers to the signal ratio; note: potency is the fitted concentration of half-maximal effect; % is set by controls: 0 for no effect and ±100 for the full control effect
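Read-out is the ratio of GFP to DsRed2 object intensity, acquired by 488 nm laser-scanning cytometry on HeLa lamin A-EGFP minigene reporter cells. Compound incubation 48 hrs at 37 °C in Opti-MEM with 2% FBS; DMSO 0.5% final.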
* hit, by the source's call; ? = inconclusive; . = not tested or not shown; [ ] = dose if it differs, or a comment. Unless noted, calls come from the whole dose curve; as a rule, active = well fitted curve in the direction sought with a large enough effect; inconclusive = small, poorly fitted or top-dose-only effect, or another doubt; inactive = no such curve, though single readings can be large; an effect the other way counts as inactive or inconclusive.

SMILES	HTT cytoprotect	HttQ103 aggreg	SMN2 splice up	IMPase Li inh	CBFb RUNX1 block	KinaseGlo FLuc	LMNA splice mod
CN(C)c1nc(N(C)C)nc(N2CC(CCl)OC2=N)n1 (configuration not stated)	8%[10 µM]	-9%[9.22 µM]	.	13%	7%	-4%	?
CC(=O)c1ccc(N(C)C)c2c(N(C)C)cccc12	26%	-5%	23%	19%[38.3 µM]	7%	-1%	16%
CCCCNC(=O)Cc1ccc(Br)cc1	27%[10 µM]	16%[9.22 µM]	.	-10%	10%	2%	.
O=C(NCc1ccco1)c1cc2sccc2n1Cc1ccc(F)cc1	-15%	-16%	?	41%[activator][38.3 µM]	-1%	-2%	-5%
Cc1nnc(SCc2cc([N+](=O)[O-])cc3c2OCOC3)n(N)c1=O	-8%	-2%	5%	2%	-5%	-3%	10%[9.22 µM]
COC(=O)c1cc(N=C(N)N=C(N)N)cc(C(=O)OC)c1	-2%[10 µM]	-12%[9.22 µM]	.	.	2%	.	.
Nc1ccc(C(=O)OCC(=O)N2CCOCC2)cc1[N+](=O)[O-]	-8%[10 µM]	-8%	20µM*	0%	-1%	-1%	-14%
CCN(CC)C(=O)c1cnn(-c2ccccc2)c1NC(=O)c1cccc(F)c1	6%	22%	34%	21%[38.3 µM]	5%	-2%	4%
COc1cc2c(cc1OC)CN(Cc1nc3ccsc3c(=O)[nH]1)CC2	23%[10 µM]	4µM*	4%	18%[38.3 µM]	0%	3%	2%
COc1ccc(/C=N/N2C(=O)c3ccccc3C2=O)cc1	.	-1%	-1%	2%	0%	14µM*	-6%
CCCC(=O)Nc1cc(C(=O)O)ccc1Sc1ccc(C)cc1	-27%	-1%	.	-4%	-2%	.	.
O=C(COc1nncc2ccccc12)Nc1ccc(F)c(F)c1	-18%	?	5%	-7%	15%	-3%	.
CCOc1ccc(NC(=O)C2C(C(=O)O)C3(Cl)C(Cl)=C(Cl)C2(Cl)C3(Cl)Cl)cc1 (configuration not stated)	-4%[10 µM]	-2%[9.22 µM]	.	25%	-6%	-8%	.
CC1(C)CC(=O)C(C=Nc2ccc(NC3=C(C#N)C(=O)CC(C)(C)C3)cc2)=C(O)C1	-35%[inhibitor]	17%	5%	0%	1%	0%	6%[46 µM]
O=C(Nc1ccc2ncccc2c1)c1ccccc1Cl	13%[10 µM]	19%[9.22 µM]	.	-5%	9%	-3%	10%[46 µM]
Cc1c(Cl)c([N+](=O)[O-])nn1Cc1ccc(C(=O)NN)o1	-11%[10 µM]	-23%[9.22 µM]	.	.	-13%	.	.
CNC(=O)c1ncoc1-c1ccc(Cl)cc1	12%[10 µM]	-2%[9.22 µM]	.	.	2%	.	.
COCCCNC(=O)c1c(N)n(-c2ccc(S(N)(=O)=O)cc2)c2nc3ccccc3nc12	-56%[inhibitor]	21%	13%	-3%[38.3 µM]	2%	-2%	7%
COCCNC(=O)c1cc2ncc(Br)cn2n1	-10%	19%	-5%	25%[38.3 µM]	3%	-1%	8%
Cc1ccc(-c2noc(-c3ccccc3C(=O)N3CCN(C)CC3)n2)cc1	-23%	12%	-4%	-3%[38.3 µM]	2%	0%	-4%

Complete entries from above. Values in the order: HTT cytoprotect	HttQ103 aggreg	SMN2 splice up	IMPase Li inh	CBFb RUNX1 block	KinaseGlo FLuc	LMNA splice mod
`O=C(NCc1ccco1)c1cc2sccc2n1Cc1ccc(F)cc1` reads -15%	-16%	?	41%[activator][38.3 µM]	-1%	-2%	-5%
`CC(=O)c1ccc(N(C)C)c2c(N(C)C)cccc12` reads 26%	-5%	23%	19%[38.3 µM]	7%	-1%	16%
`Cc1c(Cl)c([N+](=O)[O-])nn1Cc1ccc(C(=O)NN)o1` reads -11%[10 µM]	-23%[9.22 µM]	.	.	-13%	.	.
`CCCCNC(=O)Cc1ccc(Br)cc1` reads 27%[10 µM]	16%[9.22 µM]	.	-10%	10%	2%	.
`COc1ccc(/C=N/N2C(=O)c3ccccc3C2=O)cc1` reads .	-1%	-1%	2%	0%	14µM*	-6%

An excerpt from above in order of heavy-atom count, low to high.
SMILES	HTT cytoprotect	HttQ103 aggreg	SMN2 splice up	IMPase Li inh	CBFb RUNX1 block	KinaseGlo FLuc	LMNA splice mod
COCCNC(=O)c1cc2ncc(Br)cn2n1	-10%	19%	-5%	25%[38.3 µM]	3%	-1%	8%
Cc1c(Cl)c([N+](=O)[O-])nn1Cc1ccc(C(=O)NN)o1	-11%[10 µM]	-23%[9.22 µM]	.	.	-13%	.	.
O=C(NCc1ccco1)c1cc2sccc2n1Cc1ccc(F)cc1	-15%	-16%	?	41%[activator][38.3 µM]	-1%	-2%	-5%

Going on with the list:
SMILES	HTT cytoprotect	HttQ103 aggreg	SMN2 splice up	IMPase Li inh	CBFb RUNX1 block	KinaseGlo FLuc	LMNA splice mod
COCCn1c(SCC(=O)Nc2cc(C(C)(C)C)nn2-c2ccccc2)nnc1-c1ccncc1	1%[10 µM]	-24%	-14%	17%	2%	5%	-3%
COc1ccc(-c2ccnc(SCC(=O)c3ccc(Br)cc3)n2)cc1	10%[10 µM]	5%	-40%[inhibitor]	11%	8%	-1%	3%
O=C(O)CCCCCN1C(=O)C(O)=C(C(=O)/C=C/c2ccccc2)C1c1ccccc1[N+](=O)[O-] (configuration not stated)	4%[10 µM]	-2%[9.22 µM]	.	9%	5%	-1%	-16%[46 µM]
Cc1ccccc1N1CCN(C(=O)CN2C(=O)c3ccccc3C2=O)CC1	-3%	5%	19%	26%[38.3 µM]	-2%	1%	0%
N[C@@H](Cc1nn[nH]n1)C(=O)O	-22%[10 µM]	.	-11%[9.22 µM]	5%	.	-1%[7.66 µM]	.
Cc1ccc(NC(=O)Nc2ccc3c(c2)nc(C)n3C)cc1C	1%[10 µM]	9%[9.22 µM]	.	3%	2%	0%	1%[46 µM]
Cc1ccc(CN(C)C(=O)c2ccccc2Oc2ccccc2)o1	-25%[10 µM]	11%	-2%	4%[38.3 µM]	-3%	0%	12%
CC(C)N1C(=O)CCN(C=O)c2ccccc21	-37%[inhibitor]	4%	-37%[inhibitor]	-6%	-4%	1%	.
CC(C(=O)Nc1cccc([N+](=O)[O-])c1)N1CCN(C/C=C/c2ccccc2)CC1 (configuration not stated)	-31%[10 µM]	8%	-24%	-6%	16%	3%	?
Cc1ccccc1Nc1nc(N)c2ccccc2n1	-47%[inhibitor][10 µM]	-11%[9.22 µM]	3.5µM*	7%	-1%	13µM*	?
CCOC(=O)CSC1=C(C#N)C(c2ccc(OC)cc2)C2=C(CC(C)(C)CC2=O)N1 (configuration not stated)	12%	19%	22%	10µM*	3%	6%	?
C=CCC(CC=C)(NC(=O)c1cccc(C)c1)c1ccccc1	28%[10 µM]	13%	-3%	0%	-4%	-1%	-5%
CCn1c(CSc2nc3ccccc3s2)nnc1SCC(=O)c1ccc(O)c(O)c1	18%	?	?	41%[activator][38.3 µM]	-26%	-3%	?
O=c1c2ccccc2nc2n1CCCCN2	1%[0.074 µM]	-12%	11%	-1%[38.3 µM]	6%	-1%	-10%
CCC(=O)NC(=S)Nc1ccc(NC(=O)COc2ccccc2)cc1	-8%[10 µM]	7%	-6%	-3%	-6%	2%	0%
CCOc1cc(NC(=S)NCC2CCCO2)c(OCC)cc1NC(=O)CC(C)C (configuration not stated)	16%[10 µM]	-6%[9.22 µM]	.	1%	2%	1%	9%[46 µM]
CCn1c(SCC(=O)OC2CCCCC2)nnc1-c1ccncc1	-15%	-9%	-17%	16%[38.3 µM]	4%	2%	-7%
CC1=NN(Cc2ccccc2)C(=O)/C1=C/c1ccc(N(C)C)cc1	-23%	14%	-5%	5%[38.3 µM]	-3%	?	-9%
O=C(c1cccs1)n1nc(NCc2ccccc2)nc1NCc1ccccc1	11%[10 µM]	-22%	-21%	17%	-14%	0%	?
COC(=O)c1cc(OC)c(OC)cc1NC(=O)c1ccccc1	-4%[10 µM]	-24%	-7%	32%[38.3 µM]	-2%	-1%	2%
COc1ccc(C2CC(c3cccs3)=NN2C(=O)CSc2nc3ccccc3o2)cc1 (configuration not stated)	6%[10 µM]	14%	?	-9%	-7%	-3%	?
Cc1cc2n(n1)C(c1ccccc1)Nc1ccccc1-2 (configuration not stated)	-7%[1.9 µM]	?	-25%	16%[38.3 µM]	7%	-3%	3%
COc1ccc(NC(=O)c2cc(=O)c3ccccc3o2)cn1	4%	-18%	-24%	-14%[38.3 µM]	12%	8%	?
CCOC(=O)NC(Nc1sc2c(c1C(N)=O)CCCC2)(C(=O)OCC)C(F)(F)F (configuration not stated)	-8%	10%	12%	-9%[38.3 µM]	0%	-1%	-4%
COc1ccc(N2CCN(C(=O)CCN3C(=O)C4C5C=CC(C5)C4C3=O)CC2)cc1 (configuration not stated)	-39%[inhibitor]	-3%	.	-3%	0%	.	.
O=c1c2cc(NC(=S)NC3CCCCC3)ccc2nc2n1CCCCC2	-46%[inhibitor]	-3%	-44%[inhibitor]	21%	-11%	-1%	-4%[46 µM]
CCOc1ccc(NC(=O)Cn2nnc(-c3ccccc3NC(=O)C3CC3)n2)cc1	5%	-6%	-14%	-18%[38.3 µM]	-1%	-3%	-3%
COc1ccc(CN2CCCCC2C)cc1OC (configuration not stated)	22%[10 µM]	11%	5%	8%[38.3 µM]	-2%	-4%	-3%
